ASK1 primary = human ASK1 kinase inhibition, primary screen; Q99683; AlphaScreen MKK6 phosphorylation by ASK1, luminescence; inhibition, % at 7.44 µM; 22,000 tested, 0.99% active; AID 1159602; in the data active = inhibition above about 35%;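 also: 0% = median of compound wells and 100% = no enzyme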
Target sequence (Q99683 whole entry, looked up): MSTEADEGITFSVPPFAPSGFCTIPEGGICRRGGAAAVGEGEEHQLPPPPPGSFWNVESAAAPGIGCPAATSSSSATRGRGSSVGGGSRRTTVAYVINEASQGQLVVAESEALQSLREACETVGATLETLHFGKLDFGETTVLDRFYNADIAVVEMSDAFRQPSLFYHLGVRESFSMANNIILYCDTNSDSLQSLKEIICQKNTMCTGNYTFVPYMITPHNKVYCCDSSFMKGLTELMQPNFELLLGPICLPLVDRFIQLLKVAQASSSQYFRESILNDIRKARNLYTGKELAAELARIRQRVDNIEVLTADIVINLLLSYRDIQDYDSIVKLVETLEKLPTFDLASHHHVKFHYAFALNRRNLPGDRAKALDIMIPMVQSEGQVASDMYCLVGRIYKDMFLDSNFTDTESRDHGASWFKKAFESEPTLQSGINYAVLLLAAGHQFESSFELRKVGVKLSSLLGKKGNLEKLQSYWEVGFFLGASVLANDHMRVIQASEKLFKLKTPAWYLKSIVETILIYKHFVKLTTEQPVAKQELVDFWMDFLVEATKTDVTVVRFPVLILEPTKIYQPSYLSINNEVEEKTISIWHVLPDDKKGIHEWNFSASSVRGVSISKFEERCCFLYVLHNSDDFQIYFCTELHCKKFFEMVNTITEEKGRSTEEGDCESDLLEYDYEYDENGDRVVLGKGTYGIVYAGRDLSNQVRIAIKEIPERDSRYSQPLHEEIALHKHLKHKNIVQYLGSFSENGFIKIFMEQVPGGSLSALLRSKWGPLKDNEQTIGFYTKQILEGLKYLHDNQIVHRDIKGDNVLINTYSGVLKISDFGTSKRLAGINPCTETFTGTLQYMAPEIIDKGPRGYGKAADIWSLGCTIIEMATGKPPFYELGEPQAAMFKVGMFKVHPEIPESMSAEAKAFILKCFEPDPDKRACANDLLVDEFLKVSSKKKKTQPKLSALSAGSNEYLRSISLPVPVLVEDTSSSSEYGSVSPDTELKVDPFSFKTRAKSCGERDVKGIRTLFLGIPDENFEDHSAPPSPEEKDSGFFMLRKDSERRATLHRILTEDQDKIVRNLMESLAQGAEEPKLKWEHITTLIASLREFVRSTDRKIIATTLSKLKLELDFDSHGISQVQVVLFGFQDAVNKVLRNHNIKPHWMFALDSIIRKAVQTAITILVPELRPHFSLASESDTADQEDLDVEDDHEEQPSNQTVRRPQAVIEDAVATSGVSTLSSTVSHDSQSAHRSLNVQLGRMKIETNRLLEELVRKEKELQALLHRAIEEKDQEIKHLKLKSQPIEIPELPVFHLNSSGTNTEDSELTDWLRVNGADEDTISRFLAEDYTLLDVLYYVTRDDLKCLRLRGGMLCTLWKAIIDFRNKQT
ULK1 primary = inhibitors of human ULK1 kinase; O75385; AlphaScreen Atg13 phosphorylation by ULK1, luminescence; inhibition, % at 5.96 µM; 30,000 tested, 1.9% active; AID 1259251; in the data active = inhibition above about 43%;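 also: 0% = median of compound wells and 100% = no enzyme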
* = called active by the depositor; . = not tested or not shown. An unsorted share of the library; 2.3% or so of the library scored in one or more.

Sample of the layout (two entries):
| # | ASK1 primary | ULK1 primary | Molecule |
| --- | --- | --- | --- |
| 1 | -1 | 48* | O=C(c1cccc(Nc2ccc3[nH]ncc3c2)n1)N1CCOCC1 |
| 2 | -8 | -9 | CCNc1ncc(C(=O)NCc2ccccc2)s1 |

The listing, repeating the preview:
| # | ASK1 primary | ULK1 primary | Molecule |
| --- | --- | --- | --- |
| 1 | -1 | 48* | O=C(c1cccc(Nc2ccc3[nH]ncc3c2)n1)N1CCOCC1 |
| 2 | -8 | -9 | CCNc1ncc(C(=O)NCc2ccccc2)s1 |
| 3 | 4 | 4 | O=C(NCCCN1CCCC1=O)c1cc(Nc2ccc(N3CCOCC3)cc2)nc2ccccc12 |
| 4 | . | 7 | COc1cc(NS(=O)(=O)c2ccc(N3C(=O)C=CC3=O)cc2)nc(OC)n1 |
| 5 | 0 | 5 | COc1nc(NC2CC2)nc(-c2csc3ccccc23)n1 |
| 6 | 14 | 4 | COc1cc(Nc2ncnc3c2nc(Nc2nc4ccccc4n2C)n3C(C)C)cc(OC)c1OC |
| 7 | -8 | 1 | COc1ccc(CCNC(=O)c2ccnc(-c3ccc(OC)cc3)c2)cc1 |
| 8 | . | -6 | CCCCC(=O)O[C@]1(C(=O)CO)CC[C@H]2[C@@H]3CCC4=CC(=O)CC[C@]4(C)[C@H]3[C@@H](O)C[C@@]21C |
| 9 | 6 | 3 | COc1ccc(CCNC(=O)c2csc(Nc3ccccc3)n2)cc1 |
| 10 | -21 | -28 | COc1ccc(-c2nc3ncnc(NCc4nc5ccccc5[nH]4)c3[nH]2)cn1 |
| 11 | 23 | -1 | Oc1ccc(CCNc2nc(NCc3cccnc3)nc3c2ncn3-c2ccccc2)cc1 |
| 12 | -15 | 5 | Cc1cccc(NC(=O)c2csc(Nc3ccccc3Cl)n2)c1N1CCC2(CC1)OCCO2 |

Compound profiles, as listed above. Values in the order: ASK1 primary	ULK1 primary
O=C(NCCCN1CCCC1=O)c1cc(Nc2ccc(N3CCOCC3)cc2)nc2ccccc12 across the screens: 4	4
CCCCC(=O)O[C@]1(C(=O)CO)CC[C@H]2[C@@H]3CCC4=CC(=O)CC[C@]4(C)[C@H]3[C@@H](O)C[C@@]21C across the screens: .	-6

Next part:
| # | ASK1 primary | ULK1 primary | Molecule |
| --- | --- | --- | --- |
| 13 | -9 | 5 | O=C1CCCN1CCn1cnc2c(NCCN3CCOCC3)nc(NCc3cccnc3)nc21 |
| 14 | . | 3 | CC(C)(C)NCC(O)COc1cccc2c1CCC(=O)N2 (stereo unspecified) |
| 15 | . | 20 | Cn1c(-c2cccc(Cl)c2)cnc1NC(=O)c1ccccc1 |
| 16 | 10 | 0 | CCN1CCN(c2ncn(-c3ccc(Nc4nccc(-c5ccc6c(c5)OCO6)n4)cc3)n2)CC1 |
| 17 | 10 | 25 | COc1cc(NC(=O)c2cnc(Nc3cccnc3)s2)cc(OC)c1OC |
| 18 | -4 | -14 | COc1cccc(CCNC(=O)c2c[nH]c3cc(-c4cn[nH]c4)ccc23)c1 |
| 19 | 16 | 5 | CC(=O)Nc1ccc(Nc2ncnc3nc(N4CCN(Cc5ccc6c(c5)OCO6)CC4)[nH]c23)cc1 |
| 20 | 4 | 2 | NC(c1cccc(Cl)c1)c1nc2ccc(-c3cn[nH]c3)cc2c(=O)[nH]1 (stereo unspecified) |
| 21 | . | 10 | COc1cc(/C=C/C(=O)N2CCCCCCC2)cc(OC)c1OC |
| 22 | -4 | -14 | COc1cc(NC(=O)c2cccc(-c3cc(NC(=O)Cc4ccccc4)n[nH]3)c2)ccc1N1CCOCC1 |
| 23 | -13 | 4 | Cc1ncn(-c2ccc(Nc3cc(-c4cnn(C)c4)c(C)cn3)cc2)n1 |
| 24 | . | -5 | Nc1c(Br)cc(Br)cc1CNC1CCC(O)CC1 (stereo unspecified) |

| # | ASK1 primary | ULK1 primary | Molecule |
| --- | --- | --- | --- |
| 25 | -10 | 10 | O=C(NC1CCN(Cc2ccccc2)CC1)c1cnc(Nc2ccncn2)s1 |
| 26 | 1 | 5 | O=C1CCCN1CCn1cnc2c(Nc3ccc(N4CCOCC4)cc3)nc(NCCN3CCOCC3)nc21 |
| 27 | 7 | 7 | CN(C)CCN(C)c1cc(-c2cn[nH]c2)ccc1NC(=O)NC(CCO)c1ccccc1 (stereo unspecified) |
| 28 | -28 | 10 | O=C(NCc1ccccc1)c1cccc(Nc2ccncn2)n1 |
| 29 | . | 9 | Clc1ccc(Cn2c(CN3CCCC3)nc3ccccc32)cc1 |
| 30 | -22 | -12 | O=C1CCCN1CCCNc1nc(Nc2ccccc2)nc2c1ncn2CCN1CCCC1=O |
| 31 | . | 3 | CC(=O)N[C@@H](CC(=O)O)C(=O)N[C@@H](CCC(=O)O)C(=O)O |
| 32 | . | 6 | CCN(CC)C(=O)C(Cc1ccccc1)N1C(=O)c2ccccc2C1=O (stereo unspecified) |
| 33 | 3 | 9 | c1ccc(Nc2ccnc(Nc3cnccn3)n2)cc1 |
| 34 | 16 | -3 | COc1ccc2c(c1)CC(C(=O)Nc1ccc(-c3cn[nH]c3)cc1OC1CCN(C)C1)CO2 (stereo unspecified) |
| 35 | 2 | -6 | O=C(Nc1ccc(N2CCOCC2)cc1)c1cccc(-n2ncc3c2CCN(Cc2ccccc2)C3)c1 |
| 36 | 1 | 11 | O=C(NC1CC1)c1ccc2nc(Nc3ccc(N4CCOCC4)cc3)sc2c1 |

| # | ASK1 primary | ULK1 primary | Molecule |
| --- | --- | --- | --- |
| 37 | -16 | 12 | Cc1cc(NCCCN2CCCC2=O)nc(Nc2ncccn2)n1 |
| 38 | -8 | -6 | O=C(NCc1cccc(C(F)(F)F)c1)c1cncc(-c2csc3ccccc23)c1 |
| 39 | -1 | 15 | O=C1CCCN1CCCNc1nc(Nc2cnccn2)nc2c1ncn2-c1ccsc1 |
| 40 | -1 | -1 | Cc1cnc(N2CCCC2CO)nc1NCc1cccc(C(F)(F)F)c1 (stereo unspecified) |
| 41 | 6 | 11 | c1ccc(CNc2nc(NCc3ccc4c(c3)OCO4)nc3c2ncn3-c2ccccc2)cc1 |
| 42 | 16 | 24 | CC(C)n1cnc2c(Nc3ccc4c(c3)OCO4)nc(N3CCN(Cc4ccc5c(c4)OCO5)CC3)nc21 |
| 43 | . | -23 | CN(C)CCNc1cc(-c2ccc(F)cc2)nc(-c2ccncc2)n1 |
| 44 | . | 1 | CCOCCCNc1nc2nc3ccc(C)cn3c(=O)c2cc1C(=O)NCc1ccccc1 |
| 45 | -9 | -5 | CCCNc1cc(-c2csc3ccccc23)ncn1 |
| 46 | 15 | -4 | Nc1cccc(-c2nc3ncnc(Nc4ccccc4)c3[nH]2)c1 |
| 47 | 9 | -1 | CCN(CC)c1nc(Nc2ccc(C(F)(F)F)cc2)nc(NC2CCN(Cc3ccccc3)CC2)n1 |
| 48 | . | 2 | Cc1c(C(=O)NCc2cccs2)sc2nc(-c3ccccc3)cn12 |

| # | ASK1 primary | ULK1 primary | Molecule |
| --- | --- | --- | --- |
| 49 | . | -4 | Cc1nc2ncccc2c(=O)n1-c1ccc(NC(=O)c2ccccc2)cc1 |
| 50 | 18 | -9 | CN1CCN(c2ccc(-c3nc(NCc4cccc(C(F)(F)F)c4)c4ncn(Cc5ccc(C(F)(F)F)cc5)c4n3)cc2)CC1 |
| 51 | -6 | -27 | COc1cc(Nc2cc(C)nc(-c3csc4ccccc34)n2)cc(OC)c1OC |
| 52 | . | 8 | CC(C)NCC(O)COc1ccc(COCCOC(C)C)cc1 (stereo unspecified) |
| 53 | -12 | 2 | Cc1ncn(-c2ccc(Nc3nccc(-c4ccc(S(C)(=O)=O)cc4)n3)cc2)n1 |
| 54 | 2 | 5 | CCCN[C@@H](/C(=C/CCO)c1ccsc1)c1cccc(Cl)c1 |
| 55 | 5 | 1 | CC(=O)Nc1ccc(NC(=O)c2ccc3nc(Nc4ccnn4C)sc3c2)cc1 |
| 56 | 3 | -1 | COc1cc(Nc2cc(-c3cccc(C(C)=O)c3)ncn2)cc(OC)c1OC |
| 57 | -3 | 7 | O=C(NC1CC1)c1ccc(-c2ncc(C(=O)NCCO)s2)cc1 |
| 58 | 8 | 16 | O=C(Cc1cn(-c2ccc(Nc3ccccc3)nn2)c2ccccc12)NCCN1CCOCC1 |
| 59 | -65 | 4 | Cn1c(Nc2ccc(N3CCC(C(=O)NCCc4ccc(O)cc4)CC3)nn2)nc2ccccc21 |
| 60 | -28 | 0 | Clc1nc(NCCOc2ccccc2)c2ncn(C3CCCCC3)c2n1 |

Some values from the list.
ASK1 primary result of `COc1cc(Nc2cc(-c3cccc(C(C)=O)c3)ncn2)cc(OC)c1OC` reads 3
ULK1 primary result of `Cc1nc2ncccc2c(=O)n1-c1ccc(NC(=O)c2ccccc2)cc1` reads -4
ULK1 primary result of `Cn1c(Nc2ccc(N3CCC(C(=O)NCCc4ccc(O)cc4)CC3)nn2)nc2ccccc21` reads 4
ASK1 primary result of `CN1CCN(c2ccc(-c3nc(NCc4cccc(C(F)(F)F)c4)c4ncn(Cc5ccc(C(F)(F)F)cc5)c4n3)cc2)CC1` reads 18
ULK1 primary result of `Cc1ncn(-c2ccc(Nc3nccc(-c4ccc(S(C)(=O)=O)cc4)n3)cc2)n1` reads 2

More results
| # | ASK1 primary | ULK1 primary | Molecule |
| --- | --- | --- | --- |
| 61 | 7 | 29 | CC(C)n1cnc2c(NCCc3ccc(O)cc3)nc(Nc3ccncc3)nc21 |
| 62 | 1 | 88* | CNC(=O)c1ccccc1Nc1cc(Nc2ccc(C(=O)N(C)C)cc2OC)ncc1C(F)(F)F |
| 63 | . | 4 | CCCN1CCC2(CC1)NC(=O)N(CC(=O)NCCc1ccccc1)C2=O |
| 64 | -6 | -3 | Cc1nn(C)c(C)c1-c1ncc(C(=O)NCCN2CCOCC2)s1 |
| 65 | -19 | 6 | CCCNc1cc(C)nc(Nc2ccccc2)n1 |
| 66 | -8 | 10 | CC(C)n1cnc2c(NCCCN3CCCC3=O)nc(-c3ccc(C(=O)NC4CC4)cc3)nc21 |
| 67 | . | -9 | O=C(CN1CCNCC1)NC1CCCCC1 |
| 68 | 27 | 27 | CN(C)CCNC(=O)c1ccc2c(c1)CC(c1nc3ccc(-c4ccnc(N)n4)cc3[nH]1)CO2 (stereo unspecified) |
| 69 | 6 | 1 | Cc1cc(NCCN2CCOCC2)nc(N2CCOCC2)n1 |
| 70 | 9 | -8 | COc1ccc(CCNC(=O)Cc2cn(-c3ccc(Nc4ccc5ncccc5c4)nn3)c3ccccc23)cc1 |
| 71 | . | 4 | O=C(COc1cccc2ccc(N3CCN(c4ccccc4)CC3)nc12)NCC1CCCO1 (stereo unspecified) |
| 72 | . | -6 | CCCCCC(=O)NC(=S)NNC(=O)c1ccc([N+](=O)[O-])cc1 |

| # | ASK1 primary | ULK1 primary | Molecule |
| --- | --- | --- | --- |
| 73 | . | 4 | CC(=O)c1ccc2c(=O)c(C(=O)O)c[nH]c2c1 |
| 74 | 4 | -1 | Cc1cnc(-c2ccc(N3CCOCC3)nc2)nc1NCCO |
| 75 | 10 | -19 | c1ccc(CN2CCC(Nc3ccnc(N4CCc5ccccc5C4)n3)CC2)cc1 |
| 76 | . | -24 | CCCCCCCCCCCC(=O)OCC(O)[C@H]1OC[C@H](O)[C@H]1O (stereo partly specified) |
| 77 | . | -32 | O=C(NNc1ccccc1Br)C(=O)n1ccc2ccccc21 |
| 78 | 27 | 8 | CC(=O)Nc1ccc(Nc2nc(Nc3cccc(N(C)C)c3)nc3c2ncn3C(C)C)cc1 |
| 79 | . | 15 | O=C(N/N=C\C=C\c1ccc(Br)cc1)c1ccc2c(c1)OCO2 |
| 80 | . | -1 | CC1=NN(C(=O)c2ccccc2Cl)C(O)(C2CCCCC2)C1 (stereo unspecified) |
| 81 | 16 | -10 | NC(=O)c1ccc(Nc2nccc(-c3ccccc3Oc3ccccc3)n2)cc1 |
| 82 | 3 | -55 | COc1ccc(-c2nc(NCCc3ccc(O)cc3)c3ncn(-c4ccsc4)c3n2)cc1 |
| 83 | . | 95* | CCCCC(CC)CCC(CC(C)C)OS(=O)(=O)O (stereo unspecified) |
| 84 | 9 | -3 | COc1ccc(-c2cc(NC3CC3)ncn2)cc1 |

| # | ASK1 primary | ULK1 primary | Molecule |
| --- | --- | --- | --- |
| 85 | -7 | -7 | CC(C)n1cnc2c(NCc3cccnc3)nc(-c3ccc(C(=O)NC4CC4)cc3)nc21 |
| 86 | -2 | -18 | COc1ccc(CCNc2nc(Cl)nc3c2ncn3C2CCCCC2)cc1 |
| 87 | 14 | -6 | CN1CCN(c2ccc(-c3ccc(C(=O)NCCCN4CCCC4=O)s3)cc2)CC1 |
| 88 | 34 | -13 | c1ccc(Nc2ccnn2-c2ccnc(Nc3ccc(N4CCOCC4)cc3)c2)cc1 |
| 89 | 14 | 3 | CC(C)[C@@H](O)C(=O)N1CCC(C(=O)Nc2ccc3[nH]ncc3c2)C1 (stereo partly specified) |
| 90 | 8 | 3 | Cc1cc(-c2ccncc2)cc(C)c1NC(=O)C1COc2ccccc2O1 (stereo unspecified) |
| 91 | 4 | 7 | O=C(NCCCN1CCCC1=O)C1CCN(c2ccc(Nc3ccc4ncccc4c3)nn2)CC1 |
| 92 | . | 2 | O=C1c2cc([N+](=O)[O-])cc3cc([N+](=O)[O-])cc(c23)C(=O)N1c1ccccn1 |
| 93 | . | -13 | FC(F)(F)c1ccc(-c2[nH]ncc2-c2ccncn2)cn1 |

5 structures from above, sorted by number of heavy atoms, ascending.
| # | ASK1 primary | ULK1 primary | Molecule |
| --- | --- | --- | --- |
| 65 | -19 | 6 | CCCNc1cc(C)nc(Nc2ccccc2)n1 |
| 54 | 2 | 5 | CCCN[C@@H](/C(=C/CCO)c1ccsc1)c1cccc(Cl)c1 |
| 4 | . | 7 | COc1cc(NS(=O)(=O)c2ccc(N3C(=O)C=CC3=O)cc2)nc(OC)n1 |
| 58 | 8 | 16 | O=C(Cc1cn(-c2ccc(Nc3ccccc3)nn2)c2ccccc12)NCCN1CCOCC1 |
| 91 | 4 | 7 | O=C(NCCCN1CCCC1=O)C1CCN(c2ccc(Nc3ccc4ncccc4c3)nn2)CC1 |
